# mIAP block: blocks mouse intestinal alkaline phosphatase | inhibition, % at 10 µM | 330,000 tested, 0.2% active | purified mouse IAP, CDP-Star luminescence, 30 min | AID 2806;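 active means inhibition of at least 40% at 10 µM in the primary screen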;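 further: plate controls were DMSO with enzyme for no effect and no enzyme wells for full effect; values of inactives mirror those of a sister screen read the other way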
# SENP1 FRET inh: inhibitors of human SENP1 SUMO protease catalytic domain | Q9P0U3 | inhibition, % at 10 µM | recombinant SENP1 catalytic domain, CyPet-SUMO1-YPet FRET cleavage | 360,000 tested, 0.21% active | AID 624204;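 active means inhibition at least 30% at 10 µM, raw YFP signal under a set limit, fluorescence ratio 0.5 to 1.5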;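 further: 0% = enzyme with DMSO and 100% = no enzyme wells; some results filed as inactive read as strong as hits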
# Target sequence (Q9P0U3 419-644 limits assumed): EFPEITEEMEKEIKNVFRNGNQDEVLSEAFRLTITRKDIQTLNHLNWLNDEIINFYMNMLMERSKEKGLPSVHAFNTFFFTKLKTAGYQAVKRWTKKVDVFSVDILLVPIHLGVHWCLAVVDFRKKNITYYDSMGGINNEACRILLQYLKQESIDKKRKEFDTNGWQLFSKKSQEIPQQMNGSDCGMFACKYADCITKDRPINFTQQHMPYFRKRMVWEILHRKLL
#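 System: Recombinant human SENP1 catalytic domain, His6-tagged | Incubation: Enzyme reaction for 50 min at room temperature, dark | Medium: Tris pH 8 with BME, BSA, NP40 and catalase | Also added: 25 nM SUMO1 FRET substrate | Compound: 10 µM single point, 0.5% DMSO | Measured by: FRET fluorescence in CFP and YFP emission channels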
# mIAP activ: mouse IAP activation | muIAP, CDP-Star luminescence, 30 min; active compounds read high; 1 = vehicle-only enzyme signal, 0 = enzyme-free wells | activation factor at 10 µM | 330,000 tested, 0.24% active | AID 2805;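 active means activation factor of at least 2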; further: the source names both 10 and 20 µM as test concentration; values of inactives mirror those of a sister screen read the other way
#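 System: mouse IAP enzyme. Reagent: CDP-Star chemiluminescent phosphatase substrate. Benchmarks: DMSO wells, no-enzyme wells. Times: 30 min enzyme-substrate-compound incubation at room temperature. Detection: luminescence from enzymatic CDP-Star hydrolysis. Doses: test compounds delivered from DMSO solution.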
# NALP3 yeast inh: inhibitors of NALP3 inflammasome in yeast | Yeast reconstituted NLRP3/ASC/caspase-1, beta-gal luminescence, 24 h | 330,000 tested, 0.39% active | inhibition, % at 10 µM;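 active means inhibition of 50% or more; inactive means inhibition below 50%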;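 further: plate controls were induced DMSO wells for no effect and uninduced yeast grown without galactose for full effect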
# A3A deaminase: blocks human APOBEC3A ssDNA deamination; recombinant A3A, FAM/TAMRA ssDNA deamination fluorescence; inhibition, % at 20 µM; 330,000 tested, 0.41% active;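 active means at least 40% inhibition at 20 µM here, with at most 30% in a related deaminase screen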;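 further: plate controls were A3A with DMSO for no effect and wells lacking A3A enzyme for full effect; some results filed as inactive read as strong as hits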
# Target sequence (P31941 whole entry, looked up): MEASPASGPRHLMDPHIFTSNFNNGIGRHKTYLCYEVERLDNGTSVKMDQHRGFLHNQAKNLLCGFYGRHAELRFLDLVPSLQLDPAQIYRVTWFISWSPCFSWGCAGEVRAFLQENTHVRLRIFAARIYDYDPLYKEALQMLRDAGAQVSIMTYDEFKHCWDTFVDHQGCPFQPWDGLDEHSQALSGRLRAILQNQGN
# beta cell repl: MIN6 beta-cell proliferation induction | MIN6 cells proliferation, ATPlite luminescence, 48 h; cells starved in 0.2% serum; 100% = growth in 10% serum | proliferation, % at 10 µM | 330,000 tested, 0.29% active | AID 2380;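 active means compounds whose signal lies at least 3.5 SD above the mean of all wells on their plate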;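 further: 0% = DMSO-treated cells in low-serum medium and 100% = 10% serum control; some compounds called inactive have numbers as strong as hits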
# hIAP act: increases human intestinal alkaline phosphatase activity; activation factor at 10 µM; P09923; 330,000 tested, 0.16% active; purified human IAP, CDP-Star luminescence, 30 min; active compounds read high; 1 = vehicle-only enzyme, 0 = enzyme-free background;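 active means activation factor of the enzyme at least 2-fold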; further: the source names both 10 and 20 µM as test concentration; values of inactives mirror those of a sister screen read the other way
# Target sequence (P09923 whole entry, looked up): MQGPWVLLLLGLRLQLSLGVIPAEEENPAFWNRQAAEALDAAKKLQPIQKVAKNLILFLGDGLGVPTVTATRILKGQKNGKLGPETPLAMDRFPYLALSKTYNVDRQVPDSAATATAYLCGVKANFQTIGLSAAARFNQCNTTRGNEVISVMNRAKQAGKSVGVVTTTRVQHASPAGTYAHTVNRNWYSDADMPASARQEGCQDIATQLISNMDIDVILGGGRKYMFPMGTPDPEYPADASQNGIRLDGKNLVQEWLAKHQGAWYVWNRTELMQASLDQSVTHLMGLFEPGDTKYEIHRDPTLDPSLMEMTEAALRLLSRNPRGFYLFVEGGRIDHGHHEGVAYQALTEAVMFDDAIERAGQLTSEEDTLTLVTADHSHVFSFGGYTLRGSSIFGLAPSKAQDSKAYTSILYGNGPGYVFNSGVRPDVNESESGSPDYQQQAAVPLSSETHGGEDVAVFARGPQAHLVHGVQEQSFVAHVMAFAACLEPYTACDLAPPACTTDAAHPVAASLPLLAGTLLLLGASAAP
# hIAP inh: blocks human intestinal alkaline phosphatase. P09923. AID 2544. 330,000 tested, 0.12% active. inhibition, % at 10 µM. purified IAP, CDP-Star luminescence, 30 min;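 active means inhibition reaching a set limit with compound at 10 µM in the primary screen, cut at about 35% in these data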;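 further: plate controls were DMSO wells with enzyme for no effect and no-enzyme buffer wells for full effect; values of inactives mirror those of a sister screen read the other way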
# APOBEC3G inh: inhibitors of human APOBEC3G DNA deaminase; inhibition, % at 20 µM; recombinant A3G, ssDNA deamination FAM/TAMRA fluorescence; 330,000 tested, 0.28% active;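 active means inhibition of at least 40% at 20 µM, with no more than 30% in the related APOBEC3A deaminase screen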;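 further: plate controls were DMSO wells with A3G for no effect and wells lacking A3G enzyme for full effect; some compounds called inactive have numbers as strong as hits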
# An asterisk follows results filed as active; . = no result given. These rows are one share of the data. The share of hits here may be higher or lower than overall.
# The line under a structure holds: mIAP block	SENP1 FRET inh	mIAP activ	NALP3 yeast inh	A3A deaminase	beta cell repl	hIAP act	hIAP inh	APOBEC3G inh
O=C(CSc1nnc(CNC(=O)c2cccs2)o1)Nc1cccc(F)c1
    -2	2	1	3	-2	3	0.93	7	-2
O=C(Nc1ccc(Br)cc1)c1ccc(CSC2=NCCS2)cc1
    2	1	0.97	13	-3	-3	0.84	16	10
N#CC1(Nc2cccc(Br)c2)C(=O)Nc2ccccc21 (configuration not stated)
    -7	0	1.1	14	-2	1	1.2	-23	-8
Cc1cc(Cl)cc2sc(NC(=O)c3ccco3)nc12
    4	-1	0.96	27	-1	1	0.93	7	4
COc1ccccc1N1CCN(Cc2ccc(-c3ccccc3[N+](=O)[O-])o2)CC1
    -1	-3	1	12	-4	-3	0.94	6	-3
COc1cc(N=c2oc3c(C)ncc(CO)c3cc2C(N)=O)cc(OC)c1OC
    13	0	0.87	18	3	-2	1.1	-10	-2
CC(=O)NCCc1ccc(C(=O)COC(=O)c2ccco2)cc1
    -7	0	1.1	4	14	-3	0.96	4	-4
Cc1ccc(-c2nnc(SCC(=O)NC3CCCC3)n2C)cc1
    8	-1	0.92	7	-4	-1	0.93	7	-10
CCC1CCC(N2CCN(c3ccc([N+](=O)[O-])cc3)CC2)CC1 (configuration not stated)
    2	-5	0.98	33	-5	-3	1.2	-21	-4
CCC(=O)Nc1nc2ccc(NC(=O)c3cc(OC)c(OC)c(OC)c3)cc2s1
    -7	-1	1.1	8	-4	-3	0.97	3	-5
CN(C)CCCn1cnc2c(c1=N)C(c1ccccc1)c1ccc3ccccc3c1O2 (configuration not stated)
    -8	-1	1.1	16	4	-5	0.89	11	-6
CCC(C)n1cnc2c(c1=O)c1nc3ccccc3nc1n2-c1ccc2c(c1)OCCO2 (configuration not stated)
    3	-17	0.97	-2	-1	-3	0.91	9	-2
O=C(Nc1cccc2ccccc12)/C(Cl)=C/c1ccccc1
    11	0	0.89	41	2	-2	1	-3	2
CC(OC(=O)Cn1c(C(F)(F)F)nc2ccccc21)C(N)=O (configuration not stated)
    5	4	0.95	9	3	-3	1	-2	1
Cc1ccc(OCc2nnc(NC(=O)OCC(C)C)s2)c(C)c1
    -11	.	1.1	7	-7	-2	1.2	-24	-8
CCCCN1C(=O)C(=O)N(CC(=O)c2ccc3c(c2)OCO3)C1=O
    4	1	0.96	-1	-2	1	1.1	-8	-6
O=C(Nc1ccc2c(c1)OCO2)C1CCCN1C(=O)Nc1ccccc1F (configuration not stated)
    -2	-1	1	17	-7	-2	1.1	-7	28
Cc1cc(C)cc(NC(=O)Nc2cccc(S(N)(=O)=O)c2)c1
    -68	1	1.7	-5	1	2	1.1	-6	3
Cc1ccc(S(=O)(=O)N2CCN(C(=O)N(C)C)CC2)cc1
    2	2	0.98	14	2	0	1.1	-9	-11
COc1cccc(/C=C2/Oc3ccccc3N(CC(=O)NCC3CCCO3)C2=O)c1 (configuration not stated)
    10	-1	0.91	19	-4	2	1	-4	-3
NC(=O)c1nc(C(=O)N2CCCCC2)c2ccccc2n1
    -18	0	1.2	14	0	-3	0.89	11	-1
CC(C)c1ccc(NC(=O)CCCC(=O)NCCc2ccccc2)cc1
    0	1	1	4	1	-2	1.1	-8	-2
COc1ccc(/C=C(/NC(=O)c2ccc(C)cc2)C(=O)N2CCCC2)cc1OC
    -10	-5	1.1	21	5	1	1.1	-15	6
CC(C)(C)NC(=O)c1ccc2nccnc2c1
    -2	-1	1	-12	1	0	1	-3	-5
Cc1ccc(C)c(NC(=O)COC(=O)CCCN=C2NS(=O)(=O)c3ccccc32)c1
    11	0	0.89	14	0	0	0.99	1	0
O=C(c1cccc(Oc2c(Cl)cccc2[N+](=O)[O-])c1)N1CCCCC1
    -4	2	1	6	1	1	0.86	14	-3
CCN(CC)CCCn1c2c(c(SCC(=O)Nc3cccc4ccccc34)nc1=O)CCC2
    1	2	0.99	14	-3	-2	1	-3	-8
Cc1onc(-c2ccccc2)c1-c1ccc(S(N)(=O)=O)cc1
    0	2	1	7	-1	-3	1.1	-7	-2
O=S(=O)(Cc1nnnn1-c1ccccc1)c1ccccc1
    4	1	0.96	18	1	0	1.1	-7	-1
CN(Cc1ccccc1)C(=O)c1ccc(NC(=O)Cc2cccc(NC(=O)C3CCCN(C(=O)C4CCCC4)C3)c2)cc1 (configuration not stated)
    -54	0	1.5	0	-1	-5	1.2	-23	1
O=C(O)CCn1c(CO)nc2ccccc21
    0	5	1	15	1	0	0.87	13	-5
COc1ccc(OC)c(NC(=O)c2sc3ncnc(N4CCN(c5ccccn5)CC4)c3c2C)c1
    0	-1	1	13	-1	-1	0.72	28	-2
COc1ccc(C(=O)NC(=S)N2CCN(C)CC2)cc1Br
    4	-1	0.96	12	-2	-4	0.97	3	-4
O=C(NC(=S)Nc1ccc(S(=O)(=O)N2CCCCC2)cc1)c1ccc(Cl)cc1
    21	2	0.79	4	-4	-3	1.1	-12	-6
COc1ccc(OCCN2C(=O)c3cccc(N)c3C2=O)cc1
    -9	-25	1.1	6	-3	0	1.1	-8	-8
COCC(C)n1c(C)cc(C(=O)CN2C(=O)NC(Cc3c[nH]c4ccccc34)C2=O)c1C (configuration not stated)
    11	1	0.89	7	-4	-4	1.1	-14	-7
CCOC(=O)c1c(NC(=O)COC(=O)Cc2n[nH]c(=O)c3ccccc23)sc(C(=O)N(C)C)c1C
    -2	1	1	0	0	0	1.1	-10	-2
CCCCC1=CC2=CC(=O)C(C)(OC(=O)CC)C(=O)C2=CO1 (configuration not stated)
    9	18	0.91	10	-1	-2	1	0	-9
COc1ccc(Cl)cc1Nc1nc(-c2sc(NC(=O)c3ccccc3)nc2C)cs1
    14	.	0.86	-3	1	-9	0.86	14	3
COc1ccc(NC(=O)NNC(=O)CCC(=O)Nc2ccccc2Cl)cc1
    12	2	0.88	15	-2	-3	1	0	-3
CC(=O)Nc1ccc(-c2csc(Nc3ccc(S(N)(=O)=O)cc3)n2)cc1
    -5	0	1	8	-1	-3	1.1	-10	-5
C[C@]12c3[nH]c4cc(-c5ccco5)ccc4c3CCN1C(=O)[C@@H](CC(=O)NCCC1=CCCCC1)C[C@@H]2C(=O)N1CCCCC1
    -55	-7	1.6	.	2	.	.	.	1
NS(=O)(=O)c1ccc(CNc2nc(-c3cccnc3)nc3ccccc23)cc1
    13	-9	0.87	4	0	-1	1	-2	-9
Cc1cccc(CSC2=NCCN2S(=O)(=O)c2ccc(F)cc2)c1
    2	0	0.98	23	-1	-6	0.95	5	-2
CCOC(=O)c1ccc2[nH]c3c(c2c1)CCCC3
    -11	-41	1.1	9	1	-4	1	0	6
COc1cc(/C=N/c2oc(-c3ccccc3)cc2C#N)ccc1O
    4	0	0.96	-5	-7	-2	0.96	4	-7
CCN(CC)c1nc(OCCNC(=O)Nc2ccccc2)nc(N(CC)CC)n1
    -148	1	2.5*	23	-4	-4	1.1	-11	-7
CN(c1ccccc1)c1nc(N)c([N+](=O)[O-])c(NCCO)n1
    10	-1	0.9	-1	-1	1	1	-1	-7
COc1cc(/C=C/C(=O)O)ccc1S(=O)(=O)N1CCCc2ccccc21
    -4	1	1	6	3	-2	1.1	-6	-1
CNc1nc(NCc2ccccc2)c2ccccc2n1
    -5	0	1.1	21	-4	-3	1.1	-11	-9
COc1ccc(C(=O)N/C(=C\c2cn(C)c3ccccc23)C(=O)N2CCOCC2)cc1
    -4	-9	1	1	-1	-1	1.2	-19	4
FC(F)(F)c1cccc(Nc2ncnc3ccccc23)c1
    1	0	0.99	6	-2	-2	0.86	14	-4
CCC1(CC)NC(=O)N(CC(=O)OCn2nnc3ccccc3c2=O)C1=O
    -4	0	1	7	-3	-1	1.1	-9	-4
CC(=O)NC(CC(=O)NCCc1ccccc1)c1ccccc1 (configuration not stated)
    3	2	0.97	9	-1	0	0.85	15	-3
CCCCCCNCCn1cnc2c(N)ncnc21
    -2	0	1	5	-3	-3	0.94	6	-7
Cc1c(OCC(=O)NCc2cccnc2)ccc2c3c(c(=O)oc12)CCC3
    -1	1	1	10	-3	-1	1.1	-10	-3
COc1ccccc1CN1C(=O)CNC1=S
    1	1	0.99	5	0	-3	0.94	6	0
Cc1ccccc1NC1=CC(=O)CC(C)(C)C1
    -8	0	1.1	9	-1	-2	0.95	5	-6
CCCCCC(=O)N1CCN(c2ccc(C(C)=O)cc2F)CC1
    -2	1	1	10	-2	-2	1.1	-10	-2
CCOc1ccc2nc(NC(=O)CSc3nc4ccccc4c(=O)n3Cc3ccco3)sc2c1
    16	-1	0.84	1	0	-2	0.99	1	1

# The listing continues:
# The line under a structure holds: mIAP block	SENP1 FRET inh	mIAP activ	NALP3 yeast inh	A3A deaminase	beta cell repl	hIAP act	hIAP inh	APOBEC3G inh
COCCNc1oc(-c2ccc(Cl)cc2)nc1C#N
    -7	0	1.1	26	-3	0	0.86	14	-4
CCOC(=O)c1ccc(S(=O)(=O)N2CCN(C(=O)CSc3nc4ccccc4o3)CC2)cc1
    10	2	0.9	12	3	-5	0.95	5	-4
O=S(=O)(Nc1ccc(N=Nc2ccc(O)c3ccccc23)cc1)c1ccccc1
    30	5	0.7	35	5	-3	0.73	27	3
O=C1NC(=O)c2cc3ccccc3cc21
    8	1	0.92	-5	0	1	0.89	11	-3
O=C(CCN1C(=O)/C(=C/c2ccccc2Cl)SC1=S)Nc1ccccn1
    15	2	0.85	26	-4	-1	1.1	-7	-7
CC(OC(=O)c1ccc(S(=O)(=O)N2CCCCC2)cc1)C(=O)NC1CCCCC1C (configuration not stated)
    -2	0	1	18	3	-1	1.1	-7	18
CC1=C(C(N)=O)C(c2cccs2)n2ncnc2N1 (configuration not stated)
    3	1	0.97	-5	5	-4	0.99	1	0
COc1ccccc1NC(=O)Cn1c(=O)n(C)c(=O)c2sc3c(c21)COC(C)(C)C3
    -11	-2	1.1	13	-3	-3	0.97	3	-4
Cc1ccc(-c2ccc(C(=O)Nc3cccc(F)c3)o2)c2ccccc12
    1	2	0.99	1	-3	-9	0.88	12	-10
CCN(C[C@H]1N[C@@](C)(C(=O)OC)[C@H]2C(=O)N(C)C(=O)[C@@H]12)S(=O)(=O)c1ccc(C(F)(F)F)cc1
    -3	3	1	4	-4	0	0.93	7	-6
NS(=O)(=O)c1cccc(NC(=O)COC(=O)COc2ccc3ccccc3c2)c1
    1	3	0.99	18	0	-1	1.1	-8	-7
C/C=C(\C)C(=O)O[C@@H]([C@H](O)c1cc2ccc(=O)oc2cc1OC)C(C)(C)O
    5	-1	0.95	2	-2	7	1.1	-9	-8
S=C(N/N=C/c1ccccc1Cl)Nc1ccccc1
    15	1	0.85	41	-4	-4	0.86	14	-6
CC(C)CNc1nnnc2c1sc1nc(N3CCOCC3)c3c(c12)CCCC3
    5	-1	0.95	0	-12	-6	0.97	3	2

# High-throughput results (PubChem)
